Screens from PubChem BioAssay.
BLM inh: Bloom syndrome helicase (human) inhibition. P54132. recombinant BLM DNA unwinding, fluorescence dequenching. Potency, µM (doses to about 56.1 µM), for inactives: at the top dose activity change, negative = inhibition, most hits filed as inhibitors. actives 0.2% (n = 350,000). AID 2528;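 note: plate controls were vehicle for no effect and no enzyme for full effect; nearly all actives have a fitted effect of over 35% in size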
POLH inh: DNA polymerase eta (human) inhibition | Q9Y253 | recombinant Pol eta, fluorescent DNA replication assay | Potency, µM (titrated, usually from 114 µM), for the others: at the highest dose activity change, negative = inhibition, actives largely listed as inhibitors | actives 1.2% (n = 390,000); note: % is set by controls: 0 for no effect and ±100 for the full control effect
Target sequence (Q9Y253 whole entry, looked up): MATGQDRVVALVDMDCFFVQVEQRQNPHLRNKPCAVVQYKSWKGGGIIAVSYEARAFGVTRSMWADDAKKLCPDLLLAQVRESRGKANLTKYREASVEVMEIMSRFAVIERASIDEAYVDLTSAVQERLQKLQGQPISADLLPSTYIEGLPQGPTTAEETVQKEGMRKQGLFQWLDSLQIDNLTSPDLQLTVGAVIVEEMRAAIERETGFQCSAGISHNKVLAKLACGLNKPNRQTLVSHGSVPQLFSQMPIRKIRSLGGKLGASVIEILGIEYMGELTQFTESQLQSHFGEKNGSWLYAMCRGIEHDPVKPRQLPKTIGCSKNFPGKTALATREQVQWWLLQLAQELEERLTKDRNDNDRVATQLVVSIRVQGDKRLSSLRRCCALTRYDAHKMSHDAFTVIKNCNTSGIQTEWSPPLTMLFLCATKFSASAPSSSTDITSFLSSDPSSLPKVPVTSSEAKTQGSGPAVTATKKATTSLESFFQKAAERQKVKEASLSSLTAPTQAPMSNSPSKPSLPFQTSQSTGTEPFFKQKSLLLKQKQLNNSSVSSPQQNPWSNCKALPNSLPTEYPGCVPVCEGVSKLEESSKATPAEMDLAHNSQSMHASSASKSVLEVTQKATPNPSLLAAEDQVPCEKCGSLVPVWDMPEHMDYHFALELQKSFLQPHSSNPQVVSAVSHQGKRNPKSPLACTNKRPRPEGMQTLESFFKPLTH
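Fluorescent replication assay: 50 nM final substrate added after a 15 min room-temperature compound preincubation with 10 nM enzyme. Signal taken at 0 min and again at 10 min.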
APEX1 inh: blocks human APE1 abasic DNA cleavage | recombinant APE1, TAMRA/BHQ-2 abasic DNA cleavage fluorescence | Potency, µM (top dose mostly 65.8 µM), inactives show top-dose activity change, negative = inhibition, hits mostly inhibitors | P27695 | actives 0.35% (n = 350,000);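 note: plate controls were vehicle for no effect and reference inhibitor for full effect; nearly all actives have a fitted effect of over 55% in size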
Target sequence (P27695 whole entry, looked up): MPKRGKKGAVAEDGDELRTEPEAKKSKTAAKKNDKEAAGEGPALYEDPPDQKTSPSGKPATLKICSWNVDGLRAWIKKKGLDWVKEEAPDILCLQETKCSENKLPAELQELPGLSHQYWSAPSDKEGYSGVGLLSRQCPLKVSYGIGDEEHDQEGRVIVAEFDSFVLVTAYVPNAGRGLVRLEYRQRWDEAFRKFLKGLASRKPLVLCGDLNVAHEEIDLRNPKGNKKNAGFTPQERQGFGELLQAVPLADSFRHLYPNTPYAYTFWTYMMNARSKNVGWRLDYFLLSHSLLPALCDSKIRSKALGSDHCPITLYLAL
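Endonuclease cleavage of a quenched abasic-site DNA duplex (50 nM) by APE1 (0.75 nM) was tracked by TAMRA dequenching. Compounds were preincubated with enzyme 15 min at room temperature; data normalized to buffer-only and DMSO wells plus NSC13755 control.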
POLB inh: inhibitors of human DNA polymerase beta | Pol beta primer extension/strand displacement, fluorescence kinetic | AID 485314 | actives 1.3% (n = 340,000) | Potency, µM (series often up to 114 µM), inactives show at the highest dose activity change, negative = inhibition, actives largely listed as inhibitors; note: % is set by controls: 0 for no effect and ±100 for the full control effect
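Curves were derived by four-parameter Hill fits of normalized qHTS data. The kinetic fluorescent primer-extension read was taken at 0 and 10 min after 50 nM substrate, following a 15 min room-temperature preincubation of 10 nM enzyme with compounds.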
G9a inh: blocks human histone lysine methyltransferase G9a; Q96KQ7; G9a H3K9 monomethylation, AlphaScreen, 2 h; Potency, µM (highest dose often 102 µM), for inactives: at the highest dose activity, negative = inhibition, most hits filed as inhibitors; actives 8.8% (n = 350,000); note: % is set by controls: 0 for no effect and ±100 for the full control effect; nearly all actives have a fitted effect of over 75% in size
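Readings reflect AlphaScreen signal from monomethyl-H3K9 antibody detection. HMT at 20 nM; substrate b-H3K9 500 nM; cofactor SAM 20 uM; 2 h RT reaction; compounds tested as titrations in qHTS with 15 min preincubation.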
BAZ2B block: inhibitors of human BAZ2B bromodomain. Q9UIF8. AlphaScreen BAZ2B-H3K14Ac peptide displacement. Potency, µM (series often up to 114 µM), for inactives: at the highest dose activity change, negative = inhibition, most hits filed as inhibitors. actives 4.4% (n = 360,000); note: % is set by controls: 0 for no effect and ±100 for the full control effect; nearly all actives have a fitted effect of over 60% in size
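In this displacement format the biotinylated H3(5-23) peptide acetylated at Lys14 serves as ligand at 50 nM, with BAZ2B at 50 nM in PBS pH 7.4 containing 0.01% Tween-20. Donor and acceptor beads are 10 ug/mL final.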
JMJD2A Tudor inh: inhibitors of human JMJD2A Tudor domain | O75164 | AlphaScreen JMJD2A-Tudor / H3K4me3 peptide binding | Potency, µM (top dose mostly 114 µM), for the others: at the top dose activity change, negative = inhibition, usual class: inhibitors | actives 4.4% (n = 390,000) | AID 504339; note: % is set by controls: 0 for no effect and ±100 for the full control effect; nearly all actives have a fitted effect of over 50% in size
POLI inh: inhibitors of human DNA polymerase iota; Q9UNA4; Pol iota fluorescent replication assay, 10 min; Potency, µM (highest dose often 115 µM), for inactives: at the highest dose activity, negative = inhibition, usual class: inhibitors; actives 1% (n = 390,000)
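Pol iota at 10 nM preincubated 15 min with compounds at room temperature; reaction started with fluorescent substrate, 50 nM final. Fluorescence read kinetically at 0 and 10 min; buffer-only wells as negative control.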
POLK inh: inhibitors of human DNA polymerase kappa; purified Pol kappa, fluorescent DNA synthesis assay, 10 min; Potency, µM (doses to about 107 µM), inactives show at the highest dose activity, negative = inhibition, hits mostly inhibitors; actives 0.53% (n = 400,000); note: % is set by controls: 0 for no effect and ±100 for the full control effect
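10 nM Pol kappa preincubated 15 min at room temperature with compounds, then reaction started with substrate at 50 nM final. Fluorescence read kinetically at 0 and 10 min; buffer-only wells served as negative control.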
* marks the source's active call; other numbers are inactive results; u = inconclusive; x = not tested or not shown; & = joins results of further samples; [ ] = remark or other dose. Calls come from the whole dose curve; as a rule, active = well fitted curve in the direction sought with a large enough effect; inconclusive = small, poorly fitted or top-dose-only effect, or another doubt; inactive = no such curve, though single readings can be large; an effect the other way counts as inactive or inconclusive. Potency is the fitted concentration of half-maximal effect. A portion of the library (hit frequency here may not be typical).

SMILES	BLM inh	POLH inh	APEX1 inh	POLB inh	G9a inh	BAZ2B block	JMJD2A Tudor inh	POLI inh	POLK inh
CCOC(=O)CC1C(=O)NCCN1c1nc2c(C)cccn2c(=O)c1/C=C1\SC(=S)N(CC(C)C)C1=O (configuration not stated)	u	x	-4%	0%	-32%	-4%	x	x	x
CN(C)C(C)(C)C#CCC(c1ccccc1)c1ccccc1	-13%	-10%	-6%	1%	u	-8%	7%	-2%	-3%
CCn1cc(C(=O)NCCc2ccc(Cl)cc2)c(=O)c2cc(S(=O)(=O)N3CCC(C)CC3)ccc21	-8%	-27%	x	0%	-23%[59 µM]	x	-15%	23%	6%
CCN1CCN(Cc2nnc(-c3ccccc3)o2)CC1	-1%	2%	22%	-1%	11%	6%	-12%	u	0%
COc1ccc(C(=O)NCc2nnc(SCC(=O)NCc3ccco3)o2)cc1	-3%	-13%	-17%	3%	0%	-12%	-6%	u	0%
Cc1cccc(C(=O)N2CCCC(CCC(=O)N3CCN(c4ccccn4)CC3)C2)c1C (configuration not stated)	2%	-1%	-4%	32%[activator]	3%[0.0925 µM]	-4%	-6%	-22%	-11%
O=C(CCCCCNC(=O)c1ccccc1)N/N=C/c1ccc(F)cc1	0%	-1%	-1%	2%	15%[0.0925 µM]	0%	-13%	43%[activator]	3%
CS(=O)(=O)N1CCC2(CCN(c3ccccc3)CC2)CC1	4%	x	7%	x	4%[12.7 µM]	x	x	x	3%[60.1 µM]
O=C(O)c1cc(-c2ccco2)nc2ccccc12	-9%&1%	7.1µM*	25µM*	18µM*	28µM*	u	25µM*	13µM*	28µM*
Cc1ccc(Nc2ncnc3c2cnn3-c2ccc(C)cc2)cc1	0%	-1%	x	1%	-5%[59 µM]	4%	u	u	-12%[60.1 µM]
CCOc1ccc(NC(=O)C2(c3cccs3)CCOCC2)cc1	0%	-4%	x	-14%	10%[59 µM]	-6%	-4%	-21%	-10%[60.1 µM]
COc1cc(Cl)c(C)cc1Nc1c2c(nc3ccccc13)CCC2	-1%	-16%	x	-2%	-30%[59 µM]	-17%	-27%	7%	-3%
COc1ccccc1NC(=O)c1ccc(NC(=O)COC(=O)c2cccnc2Cl)cc1	x	-14%	8%	x	x	x	-6%	17%	-14%
C[C@@H]1NC(=O)N(CCCn2ccnc2)C1=O	-5%	-18%	18%	2%	12%	50µM*	-28%	9%	-17%
O=C(CN1C(=O)CCC1=O)Nc1nc(-c2cccs2)cs1	2%	-3%	0%	23%	15%	13%	-17%	-1%	1%

Reformatted with two lines to a compound: three of the compounds above.
The line under a structure holds: BLM inh | POLH inh | APEX1 inh | POLB inh | G9a inh | BAZ2B block | JMJD2A Tudor inh | POLI inh | POLK inh
- CCOc1ccc(NC(=O)C2(c3cccs3)CCOCC2)cc1
→ 0% | -4% | x | -14% | 10%[59 µM] | -6% | -4% | -21% | -10%[60.1 µM]
- COc1cc(Cl)c(C)cc1Nc1c2c(nc3ccccc13)CCC2
→ -1% | -16% | x | -2% | -30%[59 µM] | -17% | -27% | 7% | -3%
- COc1ccc(C(=O)NCc2nnc(SCC(=O)NCc3ccco3)o2)cc1
→ -3% | -13% | -17% | 3% | 0% | -12% | -6% | u | 0%

Next section
SMILES	BLM inh	POLH inh	APEX1 inh	POLB inh	G9a inh	BAZ2B block	JMJD2A Tudor inh	POLI inh	POLK inh
CCOC(=O)c1cnc2ccc(C(=O)OC)cc2c1NCCc1ccc(OC)c(OC)c1	3%	u	2%	17%	4%[59 µM]	-26%	-3%	101%[activator]	-2%
O=C(Nc1ccc(Cl)cc1)N1CCCN(Cc2ccc(F)cc2)C1	-3%	-9%	0%	-7%	5%[12.7 µM]	7%	-13%	-1%	-15%
Cc1nn(C)c(C)c1NC(=O)CSc1nc(-c2ccccc2F)nc2c1cnn2-c1ccccc1	x	-17%	x	x	x	x	-21%	75%[activator]	3%
CS(=O)(=O)N(CC(=O)NC1CCCCC1)c1cccc(Cl)c1	-6%	-13%	-2%	0%	u	2%	-11%[11.4 µM]	u	4%
O=C(CN1C(=O)c2ccccc2C1=O)Nc1cccc2cccnc12	-4%	-2%	7%	6%	3%	-6%	-3%	-3%	-2%
Cc1ccc(-c2cc(C(=O)N3CCC(C)CC3)c3ccccc3n2)cc1	-6%	-22%	9%	3%	3%	-12%	-1%	-27%	-2%
CC(OC(=O)Cn1cc(C(F)(F)F)ccc1=O)C(=O)NC(C)c1ccc(Cl)cc1Cl (configuration not stated)	x	-16%	-10%	x	-4%[12.7 µM]	-3%	-10%	18%	12%
Cc1c(-n2cccc2C=O)cccc1[N+](=O)[O-]	-5%	5%	3%	0%	u	-20%	-12%	36%[activator]	-18%
CC(=O)Cc1nsc(NC(=O)c2ccco2)n1	-2%	-3%	2%	-27%	-34%[12.7 µM]	7%	-17%	u	-15%
CC(=O)Nc1ccc(Nc2ncnc3c2nnn3Cc2ccccc2Cl)cc1	0%	-21%	1%	41%	27%	3%	-6%	2%	8%
CCOC(=O)c1ccc(NC(=O)c2cnn3c(=O)c4c(n(CC)c23)CCN(Cc2ccc(OC)cc2)C4)cc1	-4%	-10%	x	2%	7%[59 µM]	-18%	-29%	36%[activator]	-13%[60.1 µM]
COc1ccc(C(=O)CSc2c(C(C)C)cnc3c2c(=O)n(C)c(=O)n3C)cc1	-2%	-12%	x	2%	-4%[59 µM]	-7%	-18%	3%	-5%[60.1 µM]
Cc1ccc(C(=O)N/C(=C\c2ccc(-c3cc(Cl)ccc3Cl)o2)C(=O)NCc2cccnc2)cc1	-17%	-10%	16%	5%	15%[0.0925 µM]	5%	u	-15%	-8%
O=C(Nc1ccn(CCCNCc2ccc3c(c2)OCO3)c(=O)n1)OCc1ccccc1	x	-7%	x	x	x	x	-20%	-22%	-10%
C=CCSC1=N/C(=C\c2cc(OCC)c(OC(C)=O)c([N+](=O)[O-])c2)C(=O)S1	-4%	u	u	20µM*	13µM*	35µM*	18µM*	20µM*	32µM*
COc1cc2cc(CNc3ccccc3)c(=O)n(CC(=O)Nc3ccc(C)c(Cl)c3)c2cc1OC	-13%	-10%	x	-4%	-45%[59 µM]	-7%	-29%	42%[activator]	-17%
COc1ccc(NC(=O)CSc2nc3n[nH]c(C)c3c(=N)n2-c2ccc(Cl)c(C)c2)cc1OC	-28%	50µM*	-4%	3.5µM*	17%	-28%	-17%	35%[activator]	7%
O=C(Cn1ccc(NC(=O)OCc2ccccc2)nc1=O)NCCCn1ccnc1	x	1%	-16%	x	8%[0.501 µM]	4%	-17%	-14%	-3%
Nc1c(Cl)cc(-c2cn(CCC(=O)O)c(-c3ccc(Cl)nc3)n2)cc1Cl	x	-5%	12%	x	22%[2.33 µM]	-10%	-12%	0%	1%
Cc1[nH]c2ccccc2c1CN1CCc2ccccc2C1	-6%	2%	-3%	25%	13µM*	u	40µM*	75%[activator]	1%
O=C(O)c1[nH]c2ccccc2c1C(c1ccccc1)c1c(C(=O)O)[nH]c2ccccc12	6%	-16%	49%[activator]	u	-50%	-33%	-13%	-24%	-36%
Cn1c(SCC(=O)Nc2nccs2)nnc1-c1ccco1	3%	-11%	5%	0%	u	8%	3%	0%	-7%
COc1ccc(-c2coc3cc(O)ccc3c2=O)cc1OC	-2%	-7%	-1%	45%	-14%[12.7 µM]	0%	-3%	2%	1%
COc1nc2ccccc2c(=O)n1OCC(C)C	-1%	-8%	-5%	12%	7%[2.33 µM]	9%	-10%	-7%	-9%
Oc1ccc(C[C@@H]2CNC(=S)N2CCc2cc(C(F)(F)F)cc(C(F)(F)F)c2)cc1	-15%	-27%	-4%	u	u	-13%	-21%	22%	-5%
O=C(c1cc([N+](=O)[O-])cc([N+](=O)[O-])c1)N1CCCc2ccccc21	-7%	-1%	2%	1%	u	u	-27%	127%[activator]	-6%
O=C(Cc1c(Cl)cccc1Cl)Nc1ccncc1	-2%	-8%	-3%	-16%	-3%	-4%	1%	-22%	6%
CC(NC(=O)CCCc1nnc2n(C)c(=O)c3sccc3n12)c1ccccc1 (configuration not stated)	3%	-11%	-9%	2%	x	-13%	-17%	10%	-21%
CCCSc1nnc(CNS(=O)(=O)c2ccc(C)cc2)n1C	1%	-13%	9%	30%	44%[activator]	11%	-10%	16%	3%
CCOC(=O)C1CCCN(S(=O)(=O)c2cc3c4c(c2)CCN4C(=O)CC3)C1 (configuration not stated)	x	6%	41%	x	u	-11%	-10%	49%[activator]	1%
COc1cccc2cc(/C(C)=N/Nc3nc(-c4cc(C)ccc4C)cs3)c(=O)oc12	-7%	50µM*	19%	40µM*	u	5%	-6%	-15%	-8%
COc1cccc(-c2nc(C=O)cs2)c1	-5%	9%	19%	-1%	4%	-2%	-14%	38%[activator]	-14%
Cc1ccc(NC(=O)C2CCN(S(=O)(=O)c3ccc(C(C)(C)C)cc3)CC2)cc1S(=O)(=O)N1CCOCC1	x	-14%	x	x	x	x	-17%	-4%	-29%
Cc1sc2ncnc(SCC(=O)c3cccs3)c2c1C	-3%	-6%	1%	-2%	-8%[59 µM]	9%	-13%	9%	-3%
O=C(COc1cccc2c1CCN(Cc1ccccc1)C2=O)NCc1ccco1	-6%	u	4%	u	u	u	-21%	-1%	-7%
CC(C)c1ccc2oc(-c3ccc(NC(=O)c4cccc(Br)c4)cc3)nc2c1	-4%	-7%	x	-1%	-6%[59 µM]	-1%	-18%	25%	-15%
O=C(Nc1ccc2c(c1)OCO2)C1CCCCN1S(=O)(=O)c1ccccc1 (configuration not stated)	-8%	-21%	4%	2%	-12%	-8%	-23%	23%	-1%
C[C@H](NC(=O)C1CCN(S(=O)(=O)c2ccccc2)CC1)C(=O)NCc1ccco1	0%	6%	-3%	3%	4%[0.0925 µM]	-6%	-3%	19%	-10%
COc1nc(C)cc(C)c1S(=O)(=O)c1ccc(Cl)cc1	-8%	-22%	15%	6%	7%	u	13%	44%[activator]	-12%
Cc1ccc(NC(=O)CC2C(=O)OCC3CCCCN32)cc1Cl (configuration not stated)	1%	8%	u	39%	u	1%	-7%	-14%	2%
COC(=O)c1ccc(NS(=O)(=O)c2cc(-c3cc(C)no3)ccc2OC)cc1	-7%	-7%	51%[activator]	42%	-10%[59 µM]	-13%	-3%	34%	8%
Fc1ccc(OCc2nn[nH]n2)c(F)c1	0%	-18%	7%	46%	x	7%	-10%	28%	-16%
COc1ccc(-c2noc(=O)n2Cc2ccc(C#N)cc2)cc1	3%	-5%	12%	45%	21%[59 µM]	7%	-14%	100%[activator]	-12%
